Source: PubChem BioAssay (Broad Institute)
FN deposition inh – fibronectin deposition inhibition; inhibition, % at 12.6 µM; AH1F fibroblasts, Alexa488-fibronectin deposition fluorescence, overnight; hit rate 0.086% among 350,000;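 active = mean inhibition across replicates of 30% or more, regardless of how many single replicates reach that level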;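 note: positive control wells lacked labelled fibronectin entirely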
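Material: AH1F fibroblast monolayer depositing Alexa488-labelled fibronectin into matrix | Input: 10000 AH1F cells/well | Medium: DMEM plus 2% serum, read in PBS | Reagent: Alexa488-fibronectin, 24 nM final in well | Compound dosing: One dose per compound, pinned | Schedule: 1 h adhesion, overnight exposure | Measured by: Fluorescence at 485 nm excitation, 525 nm emission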
Cneo AK release – causes C. neoformans cell lysis; adenylate kinase release luminescence, 4 h; normalised: neutral wells 0, clomiphene wells 100; lysis activity, % at 15 µM; hit rate 0.2% among 360,000;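 active = mean lysis activity across replicates of at least 80%, whatever share of replicates individually reach that level; inactive = mean lysis activity below 80%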
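Test system: log-phase Cryptococcus neoformans yeast cells. Input: 5 × 10^6 yeast cells/mL. Medium: fresh YPD growth medium. Doses: single dose. Incubation: static 4 h at 37 °C with compound, 1 h detection. Measured by: luminescent adenylate kinase detection reagent. Read-out: signal increase indicating cell lysis. Benchmarks: Clomiphene.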
LGR2 antag – Drosophila LGR2 receptor signaling inhibition; HEK293 LGR2, CRE-luciferase, bursicon-stimulated, 4 h; inhibition, % at 9.99 µM; hit rate 0.35% among 380,000; AID 720647;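 active = drop in luminescence signal, shown as inhibition above about 50% in the replicate tests, limit read from the data, passing the limit was not always enough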;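 note: agonist challenge used bursicon conditioned medium at about half maximal strength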
PAX8 inh HTS – inhibitors of PAX8 transcriptional activity in RMG-I cells; RMG-I TPO-luciferase reporter, SteadyGlo, 24 h; inhibition, % at 12.6 µM; hit rate 1.2% among 360,000; AID 652154;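 active = mean replicate inhibition at least 60% with every replicate also reaching 60%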;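 note: luciferase light reporting Pax8 driven TPO promoter activity; plate controls were median of neutral control wells for no effect and mitoxantrone controls for full effect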
PGC1a acetyl inh – PGC1a acetylation modulation, inhibitor mode; U2OS PGC1a acetylation, AlphaScreen anti-acetyl-lysine; with virally co-expressed GCN5 acetyltransferase; inhibition, % at 15.6 µM; hit rate 0.17% among 350,000; AID 651687;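 active = every replicate shows inhibition of at least 40%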;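 note: 0% = neutral control wells and 100% = positive control wells; some results beyond the cut were filed as inactive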
Casp6 inh – caspase-6 (human) enzyme inhibition. P55212. purified caspase-6, Z-VEID-R110 cleavage fluorescence. inhibition, % at 12.5 µM. hit rate 0.53% among 350,000. AID 686996;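 active = mean inhibition across replicates at least about 35%, with every replicate also reaching that limit, limit read from the data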;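 note: 0% = median of neutral control wells and 100% = no fluorescence left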
Target sequence (P55212 24-179 limits assumed): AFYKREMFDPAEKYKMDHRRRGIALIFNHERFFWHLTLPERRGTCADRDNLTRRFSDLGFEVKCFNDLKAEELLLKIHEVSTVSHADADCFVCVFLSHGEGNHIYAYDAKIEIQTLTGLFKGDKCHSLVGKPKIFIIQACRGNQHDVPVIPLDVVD
Target sequence (P55212 194-293 limits assumed): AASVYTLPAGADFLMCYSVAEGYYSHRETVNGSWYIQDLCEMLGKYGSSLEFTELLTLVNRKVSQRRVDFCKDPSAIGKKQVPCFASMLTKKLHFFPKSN
miR-122 sensor – inhibitors of miR-122 in Huh7 cells; activation (reporter increase), % at 12.5 µM; AID 602342; Huh7 miR-122 Renilla luciferase sensor, 48 h; neutral wells = 0, positive control = 100; hit rate 0.3% among 340,000;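 active = mean replicate activation score at least 90 and every replicate individually at or above 90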;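 note: higher luciferase means less miR-122 activity so hits act as miR-122 inhibitors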
EWS-Fli block – inhibitors of EWS/Fli oncoprotein transcriptional activity. hit rate 0.67% among 350,000. inhibition, % at 12.6 µM. A673 NR0B1-luciferase reporter, viability-normalised;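 active = mean inhibition of at least 50% after viability correction, with every replicate also passing that limit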;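 note: firefly luciferase signal divided by Alamar Blue viability fluorescence both relative to DMSO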
* = called active by the depositor; / = no result given; [ ] = remark or other dose.

SMILES	FN deposition inh	Cneo AK release	LGR2 antag	PAX8 inh HTS	PGC1a acetyl inh	Casp6 inh	miR-122 sensor	EWS-Fli block
CC(=O)N1CCc2cc(S(=O)(=O)CCC(=O)NCc3ccc(F)cc3)ccc21	7	-15	1	19	4	0	/	1
O=[N+]([O-])c1cccc(/C=N/Nc2cc(N3CCOCC3)ncn2)c1	-9	-1	-12	-28	9	-2	0	-29
CC(=O)c1coc2c1cc(O)c1ccccc12	-2	-3	/	11	-63	/	3	/
CCOC(=O)c1c(NC(=O)c2ccco2)sc(C(=O)N2CCCC2)c1C	6	-7	/	-5	10	/	-2	/
O=[N+]([O-])c1ccc(/C=C/c2nc3ccc([N+](=O)[O-])cc3[nH]2)cc1	-1	/	-20	-31	/	0	/	-31
O=C(C[C@@H]1CC[C@@H]2[C@H](COC[C@@H](O)CN2Cc2cc(F)cc(F)c2)O1)NCc1cccc(F)c1	-3	-1	-3	16	-2	-1	9[16.7 µM]	5
Cc1noc(C)c1NC(=O)N(C)C[C@@H]1OCCCC[C@H](C)Oc2ccc(N(C)C)cc2C(=O)N([C@H](C)CO)C[C@@H]1C	/	-3	8	-2	3	0	-7[16.7 µM]	-7
Cc1cc(N2CCN(c3ccccc3)CC2)nc2ccccc12	-4	2	-37	-12	-4	-1	13	-16
NC(=O)CC(NC(=O)c1cccc(Br)c1)c1ccc(N2CCN(c3ccccn3)CC2)c([N+](=O)[O-])c1 (configuration not stated)	19	-4	-3	12	/	/	/	2
CC(C)Cn1c(SCC(=O)Nc2ccc3[nH]c(=O)[nH]c3c2)nc2ccccc2c1=O	/	3	-12	-6	/	2	-5	0
O=S(=O)(NCc1cccnc1)c1ccc(Br)s1	9	-3	/	/	2	/	7	/
COc1ccc(S(=O)(=O)N(C)C[C@H]2Oc3ccc(NS(=O)(=O)c4ccccc4)cc3CC(=O)N([C@H](C)CO)C[C@H]2C)cc1	/	1	2	10	4	1	18[16.7 µM]	-1
Cc1ccc(NC(=O)c2cc(S(=O)(=O)N3CCOCC3)ccc2Cl)cc1S(=O)(=O)N1CCOCC1	-5	1	7	-3	/	-1	/	-5
CCS(=O)CC(=O)Nc1c(-c2ccccc2)oc2ccccc2c1=O (configuration not stated)	-15	-2	-3	13	-4	3	-2	-7
FC(F)(F)c1cccc(CN2CCSCC2)c1	-19	-8	4	50	18	-4	-4	10
COc1ccc(NC(=O)N(C)C[C@@H]2Oc3ncc(C#CCN(C)C)cc3C(=O)N([C@@H](C)CO)C[C@@H]2C)cc1	8	-3	8	4	8	3	-8[16.7 µM]	-6
CCc1nc2ccc(C)cc2c(C(=O)Oc2cccc3cccnc23)c1C	14	0	-15	/	/	-3	1	/
CCC(C)NC(=O)c1ccccc1-c1nc2ccccc2[nH]1 (configuration not stated)	/	/	-4	-12	-1	0	5	-8
O=C1c2cccc(OCC(=O)N3N=C(c4cccs4)CC3c3ccc(F)cc3)c2CCN1Cc1ccccc1 (configuration not stated)	1	0	-1	-10	-6	1	-2	15
CN(CCC#N)S(=O)(=O)c1ccc2[nH]cc(C(=O)NCCc3ccccc3)c(=O)c2c1	0	/	/	32	/	-1	/	5
COc1ccc(S(=O)(=O)N(C)C[C@@H]2OCCCC[C@@H](C)Oc3ccc(NS(=O)(=O)c4c(C)noc4C)cc3C(=O)N([C@H](C)CO)C[C@H]2C)cc1	-1	0	-9	18	-2	0	-10[16.7 µM]	14
CC(C)Nc1ncnc2c1ncn2[C@H]1CN(Cc2ccc(Cl)cc2)C[C@@H](CO)O1	14	-10	-16	2	7	2	5	4
CCN(CC(=O)NCc1cccs1)C(=O)COc1ccccc1C#N	-4	-1	-1	23	12	1	-13	3
N#C[C@@H]1[C@H](c2ccccc2-c2ccccc2F)[C@@H](CO)N1C(=O)Cc1ccccc1	2	/	18	/	-5	/	/	6
CN(C)CCOC(=O)C12CC3(C)CC(C)(CC(C)(C3)C1)C2	/	2	4	/	-9	-3	-4	20
CC(C)NC(=O)c1ccc(C2SCC(=O)N2Cc2ccccc2)cc1 (configuration not stated)	/	2	-5	/	-1	-3	3	/
COc1ccc2c3c([nH]c2c1)[C@H](CO)N(C(=O)c1ccccc1)CC31CN(C(=O)CC2CC2)C1	/	/	-14	/	3	3	/	3
O=C(c1cccc2ccccc12)C1CCCN(C(=O)C2CCOCC2)C1 (configuration not stated)	-4	-3	6	3	-12	2	-2	-20
COc1cccc(-c2noc(C3CCCN(C(=O)Cc4ccccc4)C3)n2)c1 (configuration not stated)	0	-1	-27	/	-43	/	0	/
O=C(CC[C@H]1O[C@@H](n2ccc(=O)[nH]c2=O)[C@H](O)[C@@H]1O)NCc1cccc2ccccc12	2	7	/	-2	-3	-1	1	0
O=C(Nc1cccc(Cl)c1)OCc1ccccn1	-2	-1	/	-183	1	/	-3	/
COc1ccc(C(CNC(=O)C(=O)Nc2ccc3c(c2)OCO3)N2CCN(C)CC2)cc1 (configuration not stated)	3	-3	6	10	1	1	-1	-3
CCC(=O)N1C[C@@H](C)[C@H](OC)CN(C)C(=O)c2cc(NC(=O)c3ccc(F)cc3)ccc2OC[C@@H]1C	2	-3	-5	4	-6	1	4[16.7 µM]	2
Cc1ccccc1NC(=O)c1ccc(S(=O)(=O)C(F)F)cc1	-5	/	-36	-16	/	0	2	-16
CCCNC(=O)Nc1ccc2c(c1)OC[C@H](C)N(C(=O)C1CCOCC1)C[C@H](C)[C@@H](OC)CN(C)C2=O	1	1	-11	-11	4	/	/	7
COC(=O)[C@@H](Cc1ccccc1)NC(=O)CC[C@H]1O[C@@H](n2cc(C)c(=O)[nH]c2=O)C[C@@H]1O	/	5	2	-11	-1	7	-5	2
O=S(CC(O)c1ccccc1)c1ccccc1 (configuration not stated)	/	2	-53	14	2	-3	18	-7
COc1ccc(-c2noc(-c3ccc(Cl)cc3[N+](=O)[O-])n2)cc1OC	-5	/	-106	-96	/	-2	/	-56
Clc1ccc(OCCN2CCCCC2)cc1Cl	/	6	0	/	-20	/	0	/
OCCC1CN(Cc2ccc3nsnc3c2)CCN1CCc1ccccc1 (configuration not stated)	-8	/	-2	19	-5	/	/	/
CC(C)NC(=O)Nc1ccc2c(c1)C(=O)N([C@@H](C)CO)C[C@H](C)[C@H](CN(C)S(C)(=O)=O)O2	/	40	4	-15	2	3	2[16.7 µM]	/
CC1SC(c2cccc(Cl)c2)NC1=O (configuration not stated)	-6	22	/	12	5	/	3	/
O=C(N/N=C/c1ccccc1O)c1ccncc1	0	-5	-4	17	28	-1	-1	-5
Cc1ccc(S(=O)(=O)N(C)C[C@@H]2Oc3ccc(NC(=O)Nc4cccc5ccccc45)cc3CC(=O)N([C@@H](C)CO)C[C@@H]2C)cc1	/	1	-22	/	9	-2	-8[16.7 µM]	4
C=CCN(CC=C)C(=S)Nc1ccccc1	-2	-1	/	/	3	/	-3	/
COc1ccc(NC(=O)C2CCN(C(=O)NCc3ccccc3)CC2)cc1	9	1	/	-4	-16	/	-1	/
C[C@@H]1CN([C@@H](C)CO)C(=O)c2cc(C#Cc3ccc(F)cc3)cnc2O[C@@H]1CN(C)S(C)(=O)=O	8	-5	12	/	31	-1	1[16.7 µM]	-9
Cn1nc(-c2ccc(OCC(=O)Nc3cccnc3)cc2)c2ccccc2c1=O	14	-1	/	-40	13	/	-7	/
Cc1sc2nc(CSCC(=O)NC(C)(C)C)[nH]c(=O)c2c1C	/	/	36	8	/	0	/	-8
CC1CC(=O)N(c2ccc(Br)cc2)C(=O)C1	-4	/	-7	-10	7	-2	/	-5
COc1nnc(-c2ccc(N3CCOCC3)c(NC(=O)c3ccc(C)cc3)c2)c2ccccc12	2	1	/	12	-2	/	-3	/
N#C/C(C(=O)c1ccccc1)=C1/CCCN1	-7	1	/	-13	0	/	-2	/
O=S(=O)(c1cccc(Cl)c1Cl)N1CCN(C(=S)NCCCN2CCOCC2)CC1	-6	0	8	1	3	2	2	9

Entries from the list above that have an aryl methoxy group (9):
SMILES	FN deposition inh	Cneo AK release	LGR2 antag	PAX8 inh HTS	PGC1a acetyl inh	Casp6 inh	miR-122 sensor	EWS-Fli block
COc1ccc(S(=O)(=O)N(C)C[C@H]2Oc3ccc(NS(=O)(=O)c4ccccc4)cc3CC(=O)N([C@H](C)CO)C[C@H]2C)cc1	/	1	2	10	4	1	18[16.7 µM]	-1
COc1ccc(NC(=O)N(C)C[C@@H]2Oc3ncc(C#CCN(C)C)cc3C(=O)N([C@@H](C)CO)C[C@@H]2C)cc1	8	-3	8	4	8	3	-8[16.7 µM]	-6
COc1ccc(S(=O)(=O)N(C)C[C@@H]2OCCCC[C@@H](C)Oc3ccc(NS(=O)(=O)c4c(C)noc4C)cc3C(=O)N([C@H](C)CO)C[C@H]2C)cc1	-1	0	-9	18	-2	0	-10[16.7 µM]	14
COc1ccc2c3c([nH]c2c1)[C@H](CO)N(C(=O)c1ccccc1)CC31CN(C(=O)CC2CC2)C1	/	/	-14	/	3	3	/	3
COc1cccc(-c2noc(C3CCCN(C(=O)Cc4ccccc4)C3)n2)c1 (configuration not stated)	0	-1	-27	/	-43	/	0	/
COc1ccc(C(CNC(=O)C(=O)Nc2ccc3c(c2)OCO3)N2CCN(C)CC2)cc1 (configuration not stated)	3	-3	6	10	1	1	-1	-3
COc1ccc(-c2noc(-c3ccc(Cl)cc3[N+](=O)[O-])n2)cc1OC	-5	/	-106	-96	/	-2	/	-56
COc1ccc(NC(=O)C2CCN(C(=O)NCc3ccccc3)CC2)cc1	9	1	/	-4	-16	/	-1	/
COc1nnc(-c2ccc(N3CCOCC3)c(NC(=O)c3ccc(C)cc3)c2)c2ccccc12	2	1	/	12	-2	/	-3	/

Rewritten with values under each structure: part of the list above.
The line under a structure holds: FN deposition inh, Cneo AK release, LGR2 antag, PAX8 inh HTS, PGC1a acetyl inh, Casp6 inh, miR-122 sensor, EWS-Fli block
COc1ccc(C(CNC(=O)C(=O)Nc2ccc3c(c2)OCO3)N2CCN(C)CC2)cc1 (configuration not stated)
 : 3, -3, 6, 10, 1, 1, -1, -3
Cc1ccc(S(=O)(=O)N(C)C[C@@H]2Oc3ccc(NC(=O)Nc4cccc5ccccc45)cc3CC(=O)N([C@@H](C)CO)C[C@@H]2C)cc1
 : /, 1, -22, /, 9, -2, -8[16.7 µM], 4

Compounds were not picked by outcome. Share with any hit: about 2.5%.
